Bioassay records from PubChem.
TEAD-YAP inh: TEAD-YAP interaction inhibition, primary screen, TEAD-YAP interaction inhibitor project, luminescence, HEK-TIYL cells; TEAD-Gal4/YAP UAS-luciferase luminescence; inhibition, % at 9.12 µM; 1.4% of 640,000 active; in the data active means inhibition above about 32%;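 further: 0% = median of test compound wells and 100% = reference inhibitor wells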
FBW7 activator: FBW7 E3 ligase activators, primary screen, biochemical, AlphaScreen, human. AlphaScreen FBW7–phospho-cyclin E peptide binding, activator screen. normalized activity (activation), % at 26.1 µM. 0.13% of 650,000 active. AID 1259310, 2017; in the data active means normalized activity above about 1.9%;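 further: purified mutant Fbw7 with reduced substrate affinity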
GPR151 activ: activators of human GPR151, primary screen, cell-based, PathHunter beta-arrestin, luminescence; G-protein coupled receptor 151 (Homo sapiens), Q8TDV0; PathHunter beta-arrestin GPR151 cells; activation, % at 11.2 µM; 1% of 650,000 active; in the data active means activation above about 4.9%;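 further: 0% = median of compound wells and 100% = cells with positive control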
Target sequence (Q8TDV0 whole entry, looked up): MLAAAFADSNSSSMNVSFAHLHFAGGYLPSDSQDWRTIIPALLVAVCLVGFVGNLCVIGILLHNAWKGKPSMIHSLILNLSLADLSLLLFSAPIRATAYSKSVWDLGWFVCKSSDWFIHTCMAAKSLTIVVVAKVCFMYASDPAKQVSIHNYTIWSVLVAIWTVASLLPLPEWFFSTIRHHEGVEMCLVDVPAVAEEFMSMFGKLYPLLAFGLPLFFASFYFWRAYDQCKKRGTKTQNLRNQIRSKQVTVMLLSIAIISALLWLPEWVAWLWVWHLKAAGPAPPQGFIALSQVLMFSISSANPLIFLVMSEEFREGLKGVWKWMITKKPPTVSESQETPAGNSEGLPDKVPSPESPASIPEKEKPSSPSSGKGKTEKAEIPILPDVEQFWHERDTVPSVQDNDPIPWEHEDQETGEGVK
MITF inh: MITF inhibitors, primary screen, biochemical, AlphaScreen, human. Microphthalmia-associated transcription factor (Homo sapiens), O75030. AlphaScreen MITF homodimerization, bead proximity signal. inhibition, % at 2.6 µM. 0.91% of 650,000 active. AID 1259374, 2018; in the data active means inhibition above about 50%;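 further: 0% = vehicle wells with protein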
Target sequence (O75030 whole entry, looked up): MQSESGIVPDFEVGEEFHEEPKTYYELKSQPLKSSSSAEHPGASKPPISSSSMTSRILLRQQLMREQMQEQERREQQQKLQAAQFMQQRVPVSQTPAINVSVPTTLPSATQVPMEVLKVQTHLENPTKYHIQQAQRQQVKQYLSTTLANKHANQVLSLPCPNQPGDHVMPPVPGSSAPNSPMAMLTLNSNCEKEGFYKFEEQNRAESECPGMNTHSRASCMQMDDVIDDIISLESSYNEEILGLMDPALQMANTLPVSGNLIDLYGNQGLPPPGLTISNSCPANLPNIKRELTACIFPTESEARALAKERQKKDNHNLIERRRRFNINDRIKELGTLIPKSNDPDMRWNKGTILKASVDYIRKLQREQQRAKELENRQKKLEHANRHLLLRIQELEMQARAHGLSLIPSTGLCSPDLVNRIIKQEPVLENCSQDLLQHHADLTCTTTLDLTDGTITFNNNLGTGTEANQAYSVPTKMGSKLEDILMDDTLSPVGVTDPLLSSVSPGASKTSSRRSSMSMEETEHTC
* marks the source's active call; other numbers are inactive results; nt = no result given.

Order of results – TEAD-YAP inh	FBW7 activator	GPR151 activ	MITF inh
#1 COc1ccc(N(CC(=O)N2CCN(c3ccccc3OC)CC2)S(=O)(=O)c2ccc(C)cc2)cc1
→ -2.0	-0.2	1.1	0.5
#2 Cc1nn(C)cc1C(=O)N1CCc2c(nc(N3CCC(C)CC3)[nH]c2=O)C1
→ -12.2	0.3	0.6	-8.3
#3 COc1ccc(N2CC(NC(=O)CCCc3ccccc3)CC2=O)cc1 (centres undefined)
→ -2.1	0.1	-0.6	11.4
#4 C=CCC(O)(CC=C)C(C)NC(=O)CCC1(Cc2ccc(OC)cc2F)CCC(=O)N1 (centres undefined)
→ -4.9	-0.4	-0.2	-14.0
#5 Cc1nc(SCC(=O)N2CCc3ccccc32)n[nH]1
→ -22.7	0.1	-0.1	-6.2
#6 O=C(NC(c1ccccc1)c1c(O)ccc2ccccc12)C(F)(F)F (centres undefined)
→ -1.2	0.0	3.5	8.5
#7 COc1cccc(C(=O)NCC(c2cccs2)S(=O)(=O)c2ccccc2)c1 (centres undefined)
→ -9.9	-0.1	0.4	10.4
#8 O=C(c1nn2c(C(F)(F)F)cc(-c3ccco3)nc2c1Cl)N1CCN(c2ccc(F)cc2)CC1
→ 3.4	-0.1	-0.2	7.4
#9 COc1ccc(CN2CCC(C(=O)NCCC(C)C)CC2)cc1
→ -1.5	-0.1	0.9	2.0
#10 CC(=O)N(C)c1ccc(NC(=O)CCCc2ccccc2)cc1
→ -17.8	0.0	0.8	13.2
#11 O=C(NCCNc1ccc(Cl)cc1[N+](=O)[O-])c1ccccc1Cl
→ 3.2	-0.1	0.1	9.2
#12 Cc1cc2nnc(SCC(=O)NC3CCCCC3)n2c(N)n1
→ 2.1	0.0	1.8	-0.7
#13 CCCCCCc1ccc(C(=N)N)cc1
→ 1.3	0.0	0.2	1.1
#14 Cc1ccc(CN(CC(=O)Nc2cccc([N+](=O)[O-])c2)S(=O)(=O)c2ccccc2)cc1
→ -1.8	-0.1	-0.2	11.7
#15 Cc1ccc2nc(C(F)(F)F)c(C(=O)NCC(C)(C)C)n2c1
→ 6.8	-0.6	-0.7	8.8
#16 O=C(c1cccc(-n2ccc3ccccc32)c1)N1CCN(C(=O)c2ccco2)CC1
→ 0.2	0.1	0.3	11.4
#17 Cc1cc(C)nc(N/N=C/c2ccccc2OCc2ccccc2)n1
→ -12.6	0.0	1.4	-5.0
#18 COc1ccc(C(=O)Nc2ccnn2C2CCN(C3CCC3)CC2)cc1
→ 0.4	-0.1	-0.9	-2.9
#19 O=c1[nH]c2ccccc2n1CCCSc1nc2ccccc2s1
→ 3.5	-0.4	-1.4	-3.4
#20 Nc1c(Cl)cc(Cl)cc1C(=O)OCC(=O)NCC1CCCO1 (centres undefined)
→ 1.2	0.2	-0.9	5.8

Order of results – TEAD-YAP inh	FBW7 activator	GPR151 activ	MITF inh
#21 CCOc1ccc(C(=O)NCc2ccc3[nH]c(C)cc3c2)cc1
→ -10.2	-0.1	0.1	-7.2
#22 O=C(NCc1ccc(F)cc1)C1CCN(S(=O)(=O)N2CCC3(CC2)OCCO3)CC1
→ -2.4	-0.4	-0.5	-9.4
#23 CCc1ccc(S(=O)(=O)N2CCC(C)CC2)cc1
→ 6.9	0.0	-0.2	2.2
#24 CN1CCN(CC(=O)c2cccs2)CC1
→ -4.4	-0.1	-1.2	33.7
#25 COc1ccccc1C(=O)NNC(=S)NC(=O)c1cc(OC)c(OC)c(OC)c1
→ 2.7	0.0	0.3	5.0
#26 CCC(CC)COC(=O)C1=C(C)NC(=O)NC1c1ccc(Cl)c(Cl)c1 (centres undefined)
→ 6.2	0.1	-0.7	19.2
#27 Cc1cc(C)n2nc(SCC(=O)NC3CCCCCCC3)nc2n1
→ 0.3	0.1	1.4	-18.3
#28 COc1ccc(N=Cc2c(O)n(-c3cc(OC)ccc3OC)c(=O)[nH]c2=O)c(OC)c1
→ -3.1	-0.2	0.9	3.6
#29 COC(=O)C(Sc1c(O)cc(C)oc1=O)(C(F)(F)F)C(F)(F)F
→ -9.9	-1.3	-0.2	5.4
#30 Cc1csc(Nc2ccccc2)[n+]1CC(O)c1ccc([N+](=O)[O-])cc1 (centres undefined)
→ -3.1	0.1	6.3*	6.3
#31 COc1ccc(S(=O)(=O)NCC2CCCN(C(=O)CN3CCCC3=O)C2)cc1 (centres undefined)
→ 9.5	-0.1	2.9	1.4
#32 COC(=O)c1c(N)c(C#N)c2n1CCC2
→ -11.4	-0.1	-0.5	21.3
#33 Cc1ccc(Nc2ncnc3c2oc2ccccc23)cc1
→ -61.4	-0.4	-1.0	4.9
#34 CCC1CCc2c(sc(NC(=O)c3ccc(Cl)c([N+](=O)[O-])c3)c2C(=O)OC)C1 (centres undefined)
→ -4.5	0.0	0.1	-4.6
#35 COCCNS(=O)(=O)c1ccc(Cl)c(C(F)(F)F)c1
→ 5.4	0.1	8.8*	2.8
#36 CC(=O)N[C@@H](CC(=O)N[C@H](CCC(=O)O)C(=O)O)C(=O)O
→ nt	0.2	3.1	-8.2
#37 CC1CCN(C(=S)c2ccc3c(c2)OCO3)CC1
→ 3.9	-0.3	-1.0	-4.2
#38 O=c1nc(Nc2ccc([N+](=O)[O-])cc2)[nH]c(=O)[nH]1
→ -16.2	-0.1	-1.3	-2.3
#39 CCOc1ccc2nc(N3CCCN(C(=O)Nc4ccccc4C)CC3)c(C#N)cc2c1
→ 0.8	0.1	-0.6	-7.3
#40 CN(C)S(=O)(=O)N(CC(=O)Nc1c(F)cccc1F)c1ccccc1
→ 6.9	0.1	-0.1	5.8

Pulled by compound from the list above (3):
Order of results – TEAD-YAP inh	FBW7 activator	GPR151 activ	MITF inh
#30 Cc1csc(Nc2ccccc2)[n+]1CC(O)c1ccc([N+](=O)[O-])cc1 (centres undefined)
→ -3.1	0.1	6.3*	6.3
#32 COC(=O)c1c(N)c(C#N)c2n1CCC2
→ -11.4	-0.1	-0.5	21.3
#22 O=C(NCc1ccc(F)cc1)C1CCN(S(=O)(=O)N2CCC3(CC2)OCCO3)CC1
→ -2.4	-0.4	-0.5	-9.4

Next part:
Order of results – TEAD-YAP inh	FBW7 activator	GPR151 activ	MITF inh
#41 Cc1ccc(SCCNC(=O)C(CO)(CO)CO)cc1
→ -3.6	0.1	-0.8	-6.8
#42 CCN(CC)C1CCC(=O)N(Cc2ccc(C(=O)OC)cc2)CC1 (centres undefined)
→ 2.1	0.2	-1.2	4.9
#43 COCc1cc(C)nc(SCc2ccc(Cl)cc2Cl)c1C#N
→ -5.5	0.2	0.5	12.1
#44 CCOC(=O)C1=NN(c2ccc(Cl)cc2)C(c2ccc(Cl)cc2)N1C(C)(C)C (centres undefined)
→ 1.5	0.0	0.3	12.0
#45 CCOC(CNC(=O)Cn1cnc2sc3c(c2c1=O)CCCC3)OCC
→ -4.2	-0.2	-1.4	8.8
#46 c1csc(-c2nc3sc(-c4cccs4)nc3s2)c1
→ 9.5	0.2	-0.6	5.1
#47 CC(=O)c1ccc(OCCCC(=O)NC2CCC(C)CC2)cc1 (centres undefined)
→ 2.9	0.0	1.6	-4.8
#48 O=c1cnc(-c2ccccc2)c(-c2ccccc2)[nH]1
→ 0.7	0.0	0.5	10.2
#49 O=C1C(=O)c2ccccc2C(O)=C1Cl
→ 4.1	-0.2	-0.2	0.7
#50 COc1cc(NC(=O)Cn2cc(C=O)c3ccccc32)cc(OC)c1
→ 2.4	-0.1	0.7	-3.1
#51 Cn1c(=O)cc(OCCCC(=O)N2CCN(Cc3ccccc3)CC2)c2ccccc21
→ -7.5	-0.2	1.0	-6.3
#52 COc1ccc(Nc2cc(-c3cncc(-c4cccs4)c3)nc(C)n2)cc1
→ 2.2	-0.2	6.0*	5.4
#53 c1ccc(CN2CCN(Cc3nnnn3Cc3cccs3)CC2)cc1
→ 2.4	0.2	5.9*	10.1
#54 CCOc1ccc(-n2sc3c(c2=S)-c2cc(C)ccc2N(C(=O)C(F)(F)F)C3(C)C)cc1
→ -3.1	0.1	-0.9	3.3
#55 COc1ccc(C2=NN3C(C2)c2ccccc2OC3c2ccc(OC(=O)c3ccc(Br)cc3)cc2)cc1 (centres undefined)
→ -14.9	0.1	-0.8	-1.9
#56 CC(C)(C)C(=O)CSc1nc2ccccc2nc1Cc1cccc([N+](=O)[O-])c1
→ -9.4	0.1	-0.3	0.2
#57 Cc1nn(C)c(C)c1-c1nc(NCCN2CCOCC2)c2ncn(CCN3CCCC3=O)c2n1
→ 5.5	-0.1	0.6	-7.4
#58 CCS(=O)(=O)Nc1ccc([N+](=O)[O-])cc1
→ 9.4	0.2	1.6	2.9
#59 Cc1ccc(OCC(=O)N2CCOCC2)c(Br)c1
→ -7.9	-0.2	-0.3	-2.2
#60 Cc1cc(C)c(C#N)c(SCC(=O)Nc2ccccc2F)n1
→ -31.1	0.0	0.3	3.7

Order of results – TEAD-YAP inh	FBW7 activator	GPR151 activ	MITF inh
#61 COc1ccc(-c2nc3s/c(=C\c4cc(OC)c(OC)c(OC)c4)c(=O)n3n2)cc1
→ -2.0	0.0	1.1	-7.9
#62 CCc1ccc(C2=NN(C(=O)c3ccncc3)C(O)(C(F)(F)F)C2)cc1 (centres undefined)
→ 1.9	0.3	-0.3	14.4
#63 COc1ccc(Cc2nnc(SCC(=O)Nc3ccc(OC)cc3)o2)cc1
→ 13.6	-0.1	0.5	-0.4
#64 CN(C)CCOc1cc(-c2cn[nH]c2)ccc1NC(=O)[C@H]1COc2ccccc2O1
→ -0.8	-0.2	1.7	-5.9
#65 O=C(CSc1nccc(-c2ccc(F)cc2)n1)Nc1ccccc1N1CCOCC1
→ -8.7	0.0	-0.8	11.9
#66 COc1ccc(C2=CC(c3ccc(F)c(Br)c3)n3ncnc3N2)cc1 (centres undefined)
→ 16.1	0.0	-0.5	5.8
#67 COc1ccc(NC(=O)COc2ccccc2)cc1OC
→ 5.9	0.0	0.1	4.0
#68 CCc1cccc(NS(=O)(=O)c2ccc3c(c2)C(C)(C)C(=O)N3C)c1
→ 9.5	0.0	0.6	-3.2
#69 CCOC(=O)c1[nH]c(C)c(C(=O)NCc2ccc3c(c2)OCO3)c1C
→ -4.7	-0.2	3.1	0.1
#70 COC(=O)c1ccc(NC(=S)NC(=O)/C=C/c2ccc([N+](=O)[O-])cc2)cc1
→ 3.9	-0.2	-0.9	-13.8
#71 Cc1ccnc(N2CCC(C(=O)Nc3ccc(C)c(C)c3)CC2)n1
→ 15.5	-0.1	-0.5	-29.8
#72 COC(=O)CC1C(=O)NCCN1C(=O)c1cc(CCc2ccccc2)no1 (centres undefined)
→ -16.3	-0.2	-0.2	-13.4
#73 c1ccc(Oc2nc(NCCN3CCOCC3)c3ncn(-c4ccccc4)c3n2)cc1
→ 34.1*	0.2	0.8	20.5
#74 Cc1nc(C)n(CC(=O)c2ccc(Cl)cc2Cl)n1
→ 10.5	0.3	2.9	8.6
#75 O=C(C1=C(O)C(=O)N(CCCn2ccnc2)C1c1ccncc1)c1ccco1 (centres undefined)
→ -3.6	-0.2	0.1	-0.3
#76 Cc1cccc(N2CCN(S(=O)(=O)c3ccc4[nH]c(=O)c(=O)[nH]c4c3)CC2C)c1 (centres undefined)
→ -1.1	0.3	0.5	-6.7
#77 COc1ccc(C2=CC(c3ccccc3C)n3ncnc3N2)cc1 (centres undefined)
→ 4.5	0.0	0.4	1.4
#78 O=C(CN1C(=O)C2CC=CCC2C1=O)Nc1ccc(S(=O)(=O)Nc2ncccn2)cc1 (centres undefined)
→ -6.8	0.0	-0.5	2.0
#79 CCCc1nnc(SCC(=O)Nc2ccc3c(c2)OCCO3)n1CCOC
→ -0.5	0.0	-0.4	13.2
#80 COc1cc(/C=C2/NC(=O)NC2=O)c(Br)cc1OCc1ccccc1
→ 2.4	-0.1	1.7	7.9

Order of results – TEAD-YAP inh	FBW7 activator	GPR151 activ	MITF inh
#81 COc1ccc(-c2noc(COc3ccc(C)cc3)n2)cc1
→ -3.2	0.0	-1.0	-9.5
#82 N#C/C(=C\c1cc(Br)cc(Cl)c1O)c1nc2ccccc2s1
→ -7.2	0.1	-0.5	-1.9
#83 COc1ccccc1/C=C1N=C(/C=C/c2cccc(Cl)c2Cl)OC\1=O
→ 0.4	0.2	-0.5	9.3
#84 COc1ccc(C2C(C(=O)N3CCCC3)CCC(=O)N2c2ccc(OC)cc2)cc1 (centres undefined)
→ 0.9	1.2	-0.8	10.3
#85 N/C(=N\OC(=O)c1cc(-c2ccccc2)nc2ccccc12)c1ccccn1
→ 3.6	-0.3	1.0	-2.2
#86 O=C(c1ccco1)N1CCN(c2nccn3c(-c4ccccc4CO)cnc23)CC1
→ -0.5	-0.3	-2.3	-7.5
#87 CC(C)[C@H](NC(=O)c1ccco1)C(=O)OCC(=O)Nc1ccc(Cl)cc1C(F)(F)F
→ 1.6	0.1	2.2	11.3
#88 COc1cc(/C=C2\SC(N)=NC2=O)cc(Br)c1OCc1ccccc1
→ 1.9	0.1	1.2	2.5
#89 O=C(COc1ccc(Cl)cc1)N/N=C/c1ccc(O)c(I)c1
→ 7.5	-0.1	-0.9	-2.3
#90 CCOC(=O)c1cnc2c(C)cc(Cl)cc2c1Nc1ccc(O)cc1
→ -0.2	0.0	-0.9	0.0
